SSB-PriA inh – inhibitors of Klebsiella pneumoniae PriA binding to SSB C-terminal tail, primary screen, biochemical, AlphaScreen. PriA–SSB C-terminal tail interaction (Klebsiella pneumoniae). AlphaScreen SSBct-PriA binding, biotinylated peptide. inhibition, % at 33 µM. 0.6% of 430,000 active; in the data active = inhibition mostly above about 37%, no sharp cut-off; inactive = mostly below about 20%;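 also: plate controls were negative control peptide for no effect and reference peptide for full effect; strong numbers were not always called active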
* = called active by the depositor; & = joins results of further samples. Only part of the results is shown, so the mix of outcomes need not match the whole.

Molecule | SSB-PriA inh
Cc1nc2c([nH]1)CC(C(=O)NCc1cccs1)CC2 (configuration not stated) | -5
CCOc1coc(C(=O)NCc2cccc(OC)c2)cc1=O | -10
CCOC(=O)c1ccc(N/C=C2/C(=O)c3ccccc3N(Cc3ccc(C)cc3)S2(=O)=O)cc1 | -4
CC(C)Sc1cccc(C(=O)N(Cc2cccnc2)c2nc3ccc(S(C)(=O)=O)cc3s2)c1 | -9
O=C(CSc1ccc2nnc(-c3ccncc3)n2n1)Nc1ccc(Br)cc1 | -4
O=C(NN=Cc1ccc(O)cc1)c1cc(-c2ccccc2)nc2ccccc12 | 0
Cc1ccc(C(O)=C2C(=O)C(=O)N(CCN3CCOCC3)C2c2cccs2)cc1 (configuration not stated) | -4
Clc1ccc(-c2cc3ccccn3c2)cc1 | -1
COc1cc(S(=O)(=O)n2nnc3ccccc32)c(C)cc1C | -7
CCOC(=O)NN=Cc1ccccc1F | 10
CC(=O)c1c(O)n(-c2cccc(Cl)c2)c(=O)[nH]c1=O | 1
COc1ccc(Cl)cc1NC(=O)CSc1cn(CCNC(=O)c2c(F)cccc2F)c2ccccc12 | -15&-11
CCOC(=O)c1c(NC(=O)Cn2c(-c3nnc(CC)o3)cc3ccccc32)sc2c1CCCC2 | -5
O=C(NCc1ccc(C(O)c2cccs2)s1)Nc1ccccc1 (configuration not stated) | -16
CNC(=O)Cc1csc(NC(=O)C2CCN(c3cc(-c4ccccc4)ncn3)CC2)n1 | 1
CC1CCc2c(sc(NC(=O)c3ccn(C)n3)c2C(N)=O)C1 (configuration not stated) | 2
Cn1c(/C(C#N)=C/c2ccccc2[N+](=O)[O-])nc2ccccc21 | 0
COCCn1c(SCc2cc(C)ccc2C)nc2cc(C(=O)NC3CCCC3)ccc2c1=O | -9&0
CN(C1CCCCC1)S(=O)(=O)c1ccc(C(=O)Nc2ncnc3sccc23)cc1 | -8
Cc1c(-c2nc(-c3ccccc3)no2)nnn1-c1ccc(Br)cc1F | 0
O=C(COc1ccc(-n2cccn2)nn1)NCc1ccccc1Cl | -13
COC(=O)Nc1ccc(S(=O)(=O)NCc2ccnc(-c3ccsc3)c2)cc1 | -8
O=C(CSc1ncnc2sc3c(c12)CCC3)Nc1nc(-c2ccccc2)ns1 | -22
Cc1cccc(S(=O)(=O)c2c(N)n(N=Cc3ccccc3)c3nc4ccccc4nc23)c1 | -1
c1ccc(C2COCCN2)cc1 (configuration not stated) | 6
COc1ccc(NC(=O)CCC(=O)NN=Cc2ccc([N+](=O)[O-])s2)cc1 | -4
O=c1cc(O)c2ncccc2[nH]1 | 129*
O=C(Cc1ccc(Br)cc1)NN=Cc1cccnc1 | -19
CCN1C(=O)C(C)(C)COc2cc(NC(=O)COc3cccc(OC)c3)ccc21 | 9
O=S(=O)(NCCN1CCN(c2ccccc2F)CC1)c1ccccc1Cl | -3
CC(C)S(=O)(=O)c1ccc(Cc2nnc(NC(=O)/C=C/c3cccs3)o2)cc1 | 11
COc1ccc2oc(-c3csc(NC(=O)c4ccccc4[N+](=O)[O-])n3)cc2c1 | 21
O=C(Cc1ccc(NC(=O)c2ccccc2C(F)(F)F)cc1)NCc1cccs1 | -15
O=C1NC(=O)C2C1C(c1ccccc1Cl)NN2Cc1ccccc1 (configuration not stated) | 9
Cc1ccc(C)c(S(=O)(=O)NCC2CCN(Cc3ccccc3)CC2)c1 | -5
Cc1ccc(F)cc1NC(=O)Cn1cccc(-c2nc(-c3ccc(Cl)cc3)no2)c1=O | -15
Oc1c(CN2CCCC2)cc(Cl)c2cccnc12 | 103
COCC(=O)Nc1cc(C)nn1-c1nc(C)c(C)c(=O)[nH]1 | 24
O=C(CCS(=O)(=O)c1ccc(Cl)cc1)Nc1nc2ccccc2s1 | -1
CCSc1nnc(NC(=O)Cc2csc(NC(=O)c3ccc4c(c3)OCO4)n2)s1 | -1
O=C(NCC(O)(c1ccco1)C1CC1)c1nc2ccccc2s1 (configuration not stated) | -16
CCCCN(C)S(=O)(=O)c1ccc(C(=O)Nc2nnc(Cc3cccs3)o2)cc1 | 58*
COC(=O)N1CCC(CNC(=O)CSCc2ccccc2)CC1 | 1
COc1ccc(N2CCN(CCNC(=O)C3CC3)CC2)cc1 | 1
CCOC(=O)c1c(NC(=O)c2ccccc2Oc2ccccc2)sc(C)c1C | -13
CS(=O)(=O)N1CCCC1C(=O)Nc1nnc(-c2cccs2)o1 (configuration not stated) | 9
O=C(CN1CC(c2nc(Cc3ccccc3)no2)C1)N1CCN(c2ccccc2)CC1 | 14
Cc1ccccc1Cn1cnc2c(cnn2CCNC(=O)CC(C)(C)C)c1=O | -17
CCCCn1c(-c2ccc(Cl)cc2Cl)csc1=Nc1ccccc1 | -5
CC(C)c1ccc(/C=N\NC(=O)COc2ccc(Br)cc2)cc1 | -5
Cc1ccc(NC(=O)CSc2ncc(-c3cccc(Cl)c3)o2)cc1C | 8
CCN1CCc2c(sc(NC(=O)c3c(F)cccc3F)c2C(N)=O)C1 | 1
CCN(CC)S(=O)(=O)c1ccc(C(=O)NCc2nnc(SCc3ccc(Br)cc3)n2-c2ccccc2OC)cc1 | -14
Cc1c(CNC(=O)Cc2noc3ccccc23)sc2nc(-c3ccc(F)cc3)cn12 | -13
CS(=O)(=O)c1ccc2nc(N3CCN(C(=O)/C=C/c4cccs4)CC3)sc2c1 | -4
CCOc1cc(C)c(C(C)C)cc1S(=O)(=O)NCC1CCCO1 (configuration not stated) | -6
Cc1[nH]c2cccc([N+](=O)[O-])c2c1C | 16
NC(=O)c1c(NC(=O)c2ccccc2Br)sc2c1CCCCC2 | 5
CC(C)Oc1ccc(C(=O)N2CCC(c3ccccn3)C2)cc1 (configuration not stated) | 17
CC(=NO)C1CC(CC(=O)O)C1(C)C (configuration not stated) | -18

Next part.
Molecule | SSB-PriA inh
CC(=O)Nc1nc(SCC(=O)N2CCc3ccccc32)[nH]c(=O)c1NC(=O)c1ccccc1 | -4
COc1ccc(C=NNC(=O)c2cccc(Br)c2)cc1Cn1cc(Cl)cn1 | 6
COCCn1c(=NC(=O)c2ccn(C)n2)sc2cc(OC)ccc21 | 1
CC(C)c1nnc(C2CCN(C(=O)c3cc(-c4ccc(F)cc4)nn3C)CC2)o1 | 0
O=C(Nc1nc2cc3c(cc2s1)OCO3)c1ccccc1F | -25
Cc1ccc(Cn2ccn3nc(-c4ccc(Cl)cc4)cc3c2=O)c(C)c1 | -2
CSc1cccc2sc(N3CCN(C(=O)/C=C\c4ccc5c(c4)OCO5)CC3)nc12 | -10
CCOc1ccccc1NC(=Nc1nc(C)cc(C)n1)NC(=O)c1ccccc1 | -11
Cc1ccccc1Cn1cnc2c(cnn2CCNC(=O)Cc2ccccc2)c1=O | 6
Cc1ccc(S(=O)(=O)N=C(c2ccccc2)N2CCOCC2)c(C)c1 | -1&1
COc1ccc(C=NN(c2ccccc2)c2ccccc2)cc1O | 2
COc1ccc(NC(=O)Cn2c(C)cc(C)c(-c3nc(-c4ccc(F)cc4)no3)c2=O)c(OC)c1 | -3
O=S(=O)(Cc1ccc(Cl)cc1)c1ccc(N2CCN(c3ccc(F)cc3)CC2)nn1 | -6
CCc1c(-c2ccc(F)cc2)nn2c1NC(=O)[C@@H]2CC(=O)Nc1ccc(Cl)cc1Cl | -11
Cc1cccc(NC(=S)NN=CC(C)c2ccccc2)c1C (configuration not stated) | 13
Cn1nc(CNC(=O)c2ccc(Br)o2)cc1C1CC1 | -4
O=C1c2cccc3cccc(c23)C(=O)N1CCN1CCN(CCc2ccccc2)CC1 | -11
O=C(NCc1cccs1)N1CC(n2cc(-c3ccccc3)nn2)C1 | -16
CCc1cc(=O)n(CCNC(=O)c2ccc(-n3cccn3)nn2)cn1 | -26
Cc1cc(=O)n(CC(=O)Nc2ccc3c(c2)OCCO3)c(N2CCCC2)n1 | -11
O=C(NCCC(O)c1ccsc1)c1ccccc1C(F)(F)F (configuration not stated) | 1
O=C(O)C1(CCc2ccc(Br)cc2)CCNCC1 | 20
COc1cc([N+](=O)[O-])cc2sc(NC(=O)CCSc3ccc(F)cc3)nc12 | -8
Cc1nc2ccccn2c1C(=O)NN=Cc1cc(C)n(-c2ccc(Br)cc2)c1C | 35

Brought forward from above: six compounds; new compounds follow.
Molecule | SSB-PriA inh
CCc1cc(=O)n(CCNC(=O)c2ccc(-n3cccn3)nn2)cn1 | -26
Cc1cc(=O)n(CC(=O)Nc2ccc3c(c2)OCCO3)c(N2CCCC2)n1 | -11
O=C(NCCC(O)c1ccsc1)c1ccccc1C(F)(F)F (configuration not stated) | 1
O=C(O)C1(CCc2ccc(Br)cc2)CCNCC1 | 20
COc1cc([N+](=O)[O-])cc2sc(NC(=O)CCSc3ccc(F)cc3)nc12 | -8
Cc1nc2ccccn2c1C(=O)NN=Cc1cc(C)n(-c2ccc(Br)cc2)c1C | 35
O=C(Cn1cnc2ccccc21)NN=Cc1cccc([N+](=O)[O-])c1 | -3
CC[C@H](C)C=C(C)/C=C/C1=CC2=C(Cl)C(=O)[C@@](C)(OC(C)=O)C(=O)C2=CO1 | 2
COC1(CNC(=O)NC2CCCC2)CCSC1 (configuration not stated) | 1
CCOc1ccccc1-n1ccn(Cc2cc(C)ccc2C)c(=O)c1=O | -16
Cc1nc(-c2cccc(F)c2)sc1CCNC(=O)CC(C)(C)C | -6
COc1ccc(OC)c2sc(N(Cc3ccccn3)C(=O)Cc3ccc(S(C)(=O)=O)cc3)nc12 | -3
COc1cc2ccccc2cc1C(=O)Nc1ccc(Br)cc1C(=O)c1ccccc1Cl | -13
CCOC(=O)Cc1csc(NC(=O)c2cn(Cc3ccccc3)nc2OCc2ccccc2)n1 | -19
COc1cc(C=NNC(=O)c2ccc(=O)[nH]n2)cc(OC)c1OC | 8
O=C(c1c[nH]c2ccccc12)N1CCC(CSCc2ccco2)CC1 | 35*
CC1CN(C)CCN1CC1CCN(S(=O)(=O)c2ccccc2)CC1 (configuration not stated) | -7
O=S(=O)(NCCn1ccc(-c2ccccn2)n1)c1ccc(Cl)s1 | -20
COc1ccc(C=NNC(=S)Nc2ccccc2)cc1 | -20
O=C(Cn1c(-c2cccnc2)nc2ccccc21)NCc1ccc(F)cc1 | -18
O=C(c1ccsc1)N1CCc2cnc(N3CCOCC3)nc2C1 | -22
O=C(/C=C/c1ccccc1Cl)Nc1nnc(-c2ccc(F)cc2)o1 | 2
CC(=O)Nc1ccc(SCC(=O)Nc2ccc3c(c2)OCCO3)nn1 | -5
CCNC(=O)N1CCCC(c2nnc(-c3ccc4c(c3)OCO4)o2)C1 (configuration not stated) | 1
CC1(C)C2CCC1(CS(=O)(=O)Nc1ccc(CC(=O)NCC(F)(F)F)cc1)C(=O)C2 (configuration not stated) | -6
CSc1ccccc1NC(=O)c1ccc(S(=O)(=O)Nc2cccnc2)o1 | 7
CCOc1ccc(N(C)S(=O)(=O)c2ccc(Cl)cc2)cc1 | -13&1
Cc1cccc(CSc2nc3c(oc4ccccc43)c(=O)n2-c2ccccc2C)c1 | 7
CCn1ccc(C(=O)N(Cc2ccccn2)c2nc3ccc(OC)cc3s2)n1 | -16
CC(C)(C)c1nn2c(SCC(=O)c3ccc(Cl)c(Cl)c3)nnc2[nH]c1=O | -1

Some of the entries above in another layout.
> CCOc1ccc(N(C)S(=O)(=O)c2ccc(Cl)cc2)cc1
  SSB-PriA inh: -13&1
> CC(=O)Nc1ccc(SCC(=O)Nc2ccc3c(c2)OCCO3)nn1
  SSB-PriA inh: -5

Following part:
Molecule | SSB-PriA inh
COc1ccc(C)c2sc(N(Cc3cccnc3)C(=O)/C=C/c3ccccc3)nc12 | 6
CC(=O)c1ccc(C(=O)N(CCCN2CCOCC2)c2nc3c(Cl)cccc3s2)cc1 | 24
COc1ccc(N2CC(CNC(=O)Nc3cccc(C(F)(F)F)c3)OC2=O)cc1OC (configuration not stated) | -1
COCCNC(=O)C(=O)NCC1CCN(c2ccccn2)CC1 | -2
O=C(O)c1cccc(NC(=S)NN=Cc2cccc(O)c2)c1 | 11
CN1C(=O)c2ccc(NC(=O)c3ccnn3C)cc2C1=O | 3
O=C(NCCc1ccncc1)c1ccnc2nc[nH]c12 | -11
Cc1cc(OCC(C)C)ccc1C(O)=C1C(=O)C(=O)N(Cc2cccnc2)C1c1ccncc1 (configuration not stated) | -7
COc1ccc(C)cc1Nc1nc(C(=O)N2CCN(S(C)(=O)=O)CC2)cs1 | -14
O=C(Nc1nc(-c2nc3ccccc3s2)cs1)c1cccs1 | 2
O=C(O)CCCC(=O)Nc1ccc(Br)cn1 | 5
CCCCCOc1ccc(C(=O)Nc2ccc(-c3nc4ccccc4[nH]3)cc2)cc1 | -6&-4
COC(=O)c1ccc(NC(=O)Cn2cnc3c(-c4ccccc4)csc3c2=O)cc1 | -5
CCCS(=O)(=O)N1CCc2ccc(NC(=O)Cc3ccc(OC)c(OC)c3)cc2C1 | -11
O=S(=O)(NCCNc1cc(-n2cccc2)ncn1)c1ccccc1Cl | 7
COc1ccccc1NC(=O)c1cc2c(OCc3ccccc3C)cccc2[nH]1 | 4
C=CCN(CC(=NO)c1sc(C(=O)OCC)nc1C)c1cccc(Br)c1 | 1
CN(C)c1ccc(CCNC(=O)c2cccc3ccccc23)cc1 | 5
O=C(NCc1ccccn1)C1CCN(c2cc(-n3cncn3)ncn2)CC1 | -4
O=C(NCc1cc(-c2ccc3c(c2)OCCO3)on1)c1cccs1 | -20

3 entries out of the list, arranged by count of non-hydrogen atoms, lowest first:
Molecule | SSB-PriA inh
CCOc1cc(C)c(C(C)C)cc1S(=O)(=O)NCC1CCCO1 (configuration not stated) | -6
O=C(/C=C/c1ccccc1Cl)Nc1nnc(-c2ccc(F)cc2)o1 | 2
CSc1cccc2sc(N3CCN(C(=O)/C=C\c4ccc5c(c4)OCO5)CC3)nc12 | -10

Compound activity as filed in PubChem.
